Bioassay records (PubChem)
Tb MetRS inh: T. brucei MetRS inhibitors, primary screen, biochemical, luminescence; methionyl-tRNA synthetase (Trypanosoma brucei brucei); purified T. brucei MetRS, ATP depletion, Kinase-Glo luminescence; inhibition, % at 11.9 µM; 0.4% of 360,000 active; AID 624268, 2012;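 active = inhibition above a per-plate cutoff of the control wells' mean inhibition plus 3 SD, cut at about 5.5% in these data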;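 note: 0% = DMSO wells median and 100% = median of wells with control inhibitor compound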
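System: purified T. brucei MetRS enzyme / Detection: Kinase-Glo luciferase luminescence reporting remaining unconsumed ATP / Medium: HEPES buffer with MgCl2, KCl, DTT, spermine, BSA, pyrophosphatase / Replication: singlicate, one well per compound / Evaluation: percent inhibition relative to median high and low control wells / Schedule: 2 h aminoacylation at 25 °C after 15 min preincubation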
Scp1 inh: Scp-1 phosphatase inhibitors, primary screen, biochemical, colorimetric, uHTS | Carboxy-terminal domain RNA polymerase II polypeptide A small phosphatase 1 (Homo … | Recombinant Scp1, phosphopeptide, malachite green phosphate absorbance | inhibition, % at 20 µM | 0.88% of 340,000 active | AID 493091, 2011;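 active = inhibition above about 50% at 20 µM, limit read from the data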;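 note: plate controls were DMSO wells with enzyme for no effect and wells lacking enzyme for full effect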
Target sequence (Q9GZU7 76-261 limits assumed): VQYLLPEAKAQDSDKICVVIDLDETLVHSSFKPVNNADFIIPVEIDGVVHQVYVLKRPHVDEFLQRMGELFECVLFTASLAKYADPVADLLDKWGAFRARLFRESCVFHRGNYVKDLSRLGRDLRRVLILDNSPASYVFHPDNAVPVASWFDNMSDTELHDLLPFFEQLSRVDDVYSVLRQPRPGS
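Test system: SCP-1 catalytic domain; Buffer or medium: Acidic Tris acetate buffer with magnesium and detergent; Also added: Phosphorylated 17-residue peptide substrate; Compound: single 20 µM dose, 1% DMSO; Schedule: enzyme reaction 45 min at room temperature, colour 5 min, stabilisation 30 min; Signal: Phosphate-binding colour reagent, absorbance read at 630 nm.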
NadD inh: inhibitors of S. aureus NadD, primary screen, biochemical, colorimetric, uHTS | Nicotinate-nucleotide adenylyltransferase NadD (Staphylococcus aureus N315) | purified NadD enzyme, colorimetric absorbance read-out | inhibition, % at 20 µM | 0.78% of 360,000 active; in the data active = inhibition above about 26%; note: some compounds past the cut are filed as inactive
Rpn11 inh: Rpn11 (PSMD14) deubiquitinase inhibitors, primary screen, biochemical, fluorescence polarization, uHTS. human 26S proteasome, Ub4-pepOG fluorescence polarization; 20S core pre-blocked with epoxomicin. calls only at 20 µM. 0.59% of 360,000 active. 26S proteasome non-ATPase regulatory subunit 14 (Homo sapiens), O00487;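 active = inhibition at 20 µM, scaled to each plate's controls, above about 33%, limit read from the data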
DNMT1 block: human DNMT1 methyltransferase inhibitors, primary screen, biochemical, molecular beacon, fluorescence, HinP1I cleavage, uHTS; DNA (cytosine-5)-methyltransferase 1 (Homo sapiens), P26358; inhibition (reported as % activation of signal), % at 10 µM; 0.83% of 360,000 active; in the data active = inhibition above about 50%
SUMO1-SIM PPI: modulators of SUMO1 protein-protein interactions, primary screen, biochemical, uHTS. inhibition, % at 20 µM. 0.33% of 360,000 active. Small ubiquitin-related modifier 1 (Homo sapiens), P63165. SUMO1 binding to a labelled peptide, TR-FRET, 1 h. AID 602429, 2012; in the data active = inhibition above about 37%
PABP1 MLLE inh: inhibitors of PABP1 MLLE–PAM2 peptide binding, primary screen, biochemical, fluorescence polarization, FITC-PAM2, GST-MLLE | AID 588489, 2011 | 0.36% of 360,000 active | inhibition, % at 20 µM | Polyadenylate-binding protein 1 (Homo sapiens), P11940; in the data active = inhibition above about 35%, passing the limit was not always enough;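 note: plate controls were DMSO wells with GST-MLLE for no effect and wells lacking GST-MLLE protein for full effect; some results filed as inactive read as strong as hits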
STEP block: STEP phosphatase inhibitors, primary screen, biochemical, fluorescence intensity, uHTS; recombinant STEP, OMFP fluorogenic substrate; inhibition, % at 20 µM; Tyrosine-protein phosphatase non-receptor type 5 (Homo sapiens), P54829; 0.25% of 360,000 active;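 active = inhibition at 20 µM, scaled per plate between control wells, above about 37%, limit read from the data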;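 note: 0% = DMSO with enzyme and substrate and 100% = substrate only without enzyme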
Target sequence (P54829 whole entry, looked up): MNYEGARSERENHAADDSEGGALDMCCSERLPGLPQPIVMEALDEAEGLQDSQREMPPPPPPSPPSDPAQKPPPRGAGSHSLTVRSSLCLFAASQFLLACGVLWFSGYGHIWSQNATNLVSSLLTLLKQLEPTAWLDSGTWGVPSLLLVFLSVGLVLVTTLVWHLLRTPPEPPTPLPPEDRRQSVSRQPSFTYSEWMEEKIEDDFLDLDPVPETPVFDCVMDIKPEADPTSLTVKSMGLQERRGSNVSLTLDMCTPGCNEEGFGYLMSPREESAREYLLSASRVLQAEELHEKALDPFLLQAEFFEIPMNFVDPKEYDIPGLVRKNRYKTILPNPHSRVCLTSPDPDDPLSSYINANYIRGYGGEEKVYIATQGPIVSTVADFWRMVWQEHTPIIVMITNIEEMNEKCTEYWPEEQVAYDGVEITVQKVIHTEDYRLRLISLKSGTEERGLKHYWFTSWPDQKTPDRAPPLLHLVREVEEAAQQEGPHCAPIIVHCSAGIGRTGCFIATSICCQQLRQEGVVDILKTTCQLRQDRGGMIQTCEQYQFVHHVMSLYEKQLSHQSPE
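Test system: STEP tyrosine phosphatase / Reagent: OMFP at 25 µM / Doses: 20 µM, 1% DMSO / Read-out: percent inhibition scaled to no-enzyme and uninhibited-enzyme controls, plate-pattern corrected / Detection: FITC-channel fluorescence of OMFP product / Medium: Bis-Tris buffer pH 6.0, 2.5 mM DTT, 0.005% Tween 20 / Schedule: 20 min at room temperature, dark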
CSN inh: inhibitors of CSN-mediated cullin deneddylation, primary screen, biochemical, fluorescence polarization, uHTS; COP9 signalosome complex subunit 5 (Homo sapiens), Q92905; Purified CSN, SCF-Nedd8-OG deneddylation; inhibition, % at 12.5 µM; 0.38% of 360,000 active;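 active = pattern-corrected inhibition above about 35%, with an unprinted fluorescence ratio check between 0.5 and 1.5, limit read from the data, passing the limit was not always enough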;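 note: 0% = enzyme with substrate and 100% = substrate without enzyme; some results filed as inactive read as strong as hits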
Target sequence (Q92905 whole entry, looked up, one chain of several): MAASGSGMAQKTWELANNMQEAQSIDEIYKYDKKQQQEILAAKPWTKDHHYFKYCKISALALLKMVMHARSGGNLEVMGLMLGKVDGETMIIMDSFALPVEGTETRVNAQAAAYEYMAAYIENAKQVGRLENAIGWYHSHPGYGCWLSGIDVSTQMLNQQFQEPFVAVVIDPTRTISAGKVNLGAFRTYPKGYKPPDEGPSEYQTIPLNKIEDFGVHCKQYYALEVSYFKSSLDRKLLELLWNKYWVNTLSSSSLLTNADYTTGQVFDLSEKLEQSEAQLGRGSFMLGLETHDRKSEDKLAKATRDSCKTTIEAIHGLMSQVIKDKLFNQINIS
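Assay system: HEK293T-derived human Csn5 enzyme; quantity: 0.24 nM enzyme; medium: Tris/NaCl/DTT buffer, pH 7.5; also added: substrate SCFSkp2-Nedd8OG, 10 nM; doses: 12.5 µM compound; schedule: 90 min reaction at room temperature; signal: FP; read-out: % inhibition of substrate cleavage by Csn5; benchmarks: substrate-only high control, full reaction low control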
LMPTP block: LMPTP phosphatase inhibitors, primary screen, biochemical, fluorescence intensity, uHTS; Low molecular weight phosphotyrosine protein phosphatase (Homo sapiens), P24666; recombinant LMPTP-A, OMFP fluorogenic substrate; inhibition, % at 20 µM; 0.22% of 360,000 active;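 active = compounds that cut the enzyme signal by at least half of the control window in the single-dose screen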;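 note: plate controls were DMSO wells with enzyme plus substrate for no effect and substrate without enzyme for full effect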
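Test system: LMPTP-A phosphatase enzyme; input: 0.625 nM LMPTP-A final; reagent: OMFP substrate, 400 µM final; compound dosing: 20 µM single dose, 3% DMSO; incubation: 50 min dark incubation at room temperature; measured by: endpoint fluorescence intensity from OMFP dephosphorylation; measure: % inhibition relative to no-enzyme and uninhibited control wells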
The depositor's hits bear a star; i = inactive; · = no result given. Rows are unselected; overall some 3.6% were active at least once.

Fields – Tb MetRS inh | Scp1 inh | NadD inh | Rpn11 inh | DNMT1 block | SUMO1-SIM PPI | PABP1 MLLE inh | STEP block | CSN inh | LMPTP block
- CN(Cc1ccccc1)C(=O)COc1cc(=O)n(C)c2ccccc12
 : -1.0 | 2 | -2 | i | 1 | 3 | 11 | -2 | 3 | 1.5
- COC(=O)C1=C(N)Oc2c(oc(CO)cc2=O)C1c1c(F)cccc1Cl (centres undefined)
 : -0.3 | 4 | 3 | i | 0 | -5 | 2 | -3 | 6 | 0.3
- C/C(=N/NC(=O)CNC(=O)Cc1ccccc1)c1ccc(Cl)cc1
 : -0.5 | -4 | -9 | i | 2 | 3 | -1 | -1 | 0 | -1.4
- Cc1ccc(S(=O)(=O)N2CCC(C(=O)N/N=C/c3cccnc3)CC2)cc1
 : -0.1 | -2 | -4 | i | 2 | -3 | 8 | -2 | -1 | -0.9
- O=C(CN(Cc1ccccc1)S(=O)(=O)c1ccc(F)cc1)NCCC1=CCCCC1
 : -0.7 | -11 | -7 | i | -3 | 0 | -2 | 3 | 5 | 2.3
- COCCCN1C(=O)c2ccc(C(=O)N3CCN(c4ccc(OC)cc4)CC3)cc2C1=O
 : -0.1 | -6 | -9 | i | 0 | -16 | -6 | 1 | 6 | -0.2
- COc1cccc(C(=O)C2CCCN(C(=O)CCC3=NNC(=O)CC3)C2)c1 (centres undefined)
 : -1.4 | 4 | -2 | i | 0 | 1 | 1 | -2 | 6 | -1.7
- O=c1cc(N=Nc2ccc(Cl)cc2)[nH]c(=O)[nH]1
 : -0.2 | 10 | -4 | i | -7 | -6 | 5 | 1 | 8 | 0.1
- COc1c(C)cc(S(=O)(=O)NCCN2CCOCC2)c(C)c1C
 : 0.0 | -5 | 2 | i | 1 | -7 | -3 | -2 | 3 | -0.3
- CN(C1CCS(=O)(=O)C1)S(=O)(=O)c1ccccc1 (centres undefined)
 : -0.9 | -9 | -4 | i | -2 | 9 | -2 | -4 | 1 | 0.4
- O=C(O)c1cc(NCc2ccccc2)ccc1N1CCOCC1
 : 0.4 | -3 | 0 | i | -2 | 2 | 10 | 0 | 3 | -0.7
- COc1cccc(NC(=O)CN(C)C(=O)c2ccc(NC(=O)CC3SC(N4CCCC4)=NC3=O)cc2)c1 (centres undefined)
 : 0.1 | 0 | 7 | i | 3 | 4 | 12 | 4 | -5 | -0.3
- Cc1nn(C)cc1/C=N/NC(=O)c1ccco1
 : -0.8 | -13 | 1 | i | 0 | -2 | -10 | -2 | 0 | -0.6
- CC(=O)c1ccc(NC(=S)N(C)C2CCN(C)CC2)cc1
 : -1.2 | -5 | -2 | i | 11 | 2 | 6 | 3 | 3 | -6.2
- COC(=O)c1ccc(N2C(=O)CC(N3CCOCC3)C2=O)cc1 (centres undefined)
 : 0.3 | -6 | -5 | i | 2 | -1 | 2 | 0 | 0 | -0.9
- Cc1ccccc1NC(=O)Cn1cccc1
 : -0.7 | -2 | -1 | i | 6 | -3 | -1 | -2 | -3 | 0.2
- Cc1ccc(/C=N/NC(=O)c2c[nH]c3ccccc23)s1
 : -0.3 | 13 | 1 | i | 0 | -10 | -15 | 2 | -1 | 2.2
- Cc1ccc(CNCC(=O)Nc2ccc(C)cc2Br)cc1
 : -1.2 | -1 | -4 | i | 3 | 2 | -83 | -4 | 0 | -1.7
- CC(C)N(C)c1ncnc2c1ncn2[C@H]1CN(Cc2ccc(-c3ccccc3)cc2)C[C@@H](CO)O1
 : 0.2 | · | -3 | i | -5 | -9 | -16 | -1 | -2 | 3.0
- O=C(Nc1ccccc1O)c1ccc2c(c1)C(=O)N(Cc1ccco1)C2=O
 : -0.1 | 68* | 2 | i | 4 | -4 | -1 | 6 | 1 | 17
- O=C(N/N=C\c1c(F)c(F)c(F)c(F)c1F)c1ccc(-c2ccccc2)cc1
 : -0.6 | 4 | 9 | i | 39 | 2 | 2 | -1 | -3 | -1.5
- Cc1ccc(NC(=O)CSc2nnnn2-c2cccnc2)c(C)c1
 : -0.5 | -1 | -3 | i | 1 | 3 | -1 | -1 | 1 | -1.0
- Nc1ccccc1S(=O)(=O)C(F)F
 : 0.2 | -5 | 0 | i | 1 | -5 | -8 | -1 | 3 | -0.9
- Cc1cc(C)n2ncc(C(=O)NCc3cccnc3)c2n1
 : -0.4 | -3 | 2 | i | 2 | 4 | 0 | 1 | -3 | 1.4
- O=C(NC1CCCCC1)c1ccc(CS(=O)Cc2ccccc2Cl)o1 (centres undefined)
 : 0.4 | -1 | 1 | i | 1 | 3 | 10 | 2 | 2 | -0.7
- COc1ccc(C(=O)Nc2ccc3c(c2)OCO3)cc1S(=O)(=O)N1CCOCC1
 : 0.0 | · | -4 | i | -2 | 11 | -18 | -3 | 4 | -0.8
- COc1ccc(C(=O)C2CCCN(C(=O)C3=CCCC3)C2)c(C)c1 (centres undefined)
 : -0.9 | -5 | -3 | i | 2 | 1 | -6 | -1 | -1 | -1.7
- O=C1OC(CN2CCOCC2)CN1N=Cc1ccc([N+](=O)[O-])o1 (centres undefined)
 : -0.7 | 1 | 4 | i | -6 | -31 | 11 | -3 | 0 | -1.9
- O=C(c1[nH]c(C(F)(F)F)nc1-c1ccccc1)N1CCC(Cc2ccccc2)CC1
 : 0.4 | · | 4 | i | 8 | 10 | 15 | 0 | 3 | 0.9
- CCOC(=O)C1(Cc2ccccc2)CCN(Cc2cnn(C(C)C)c2)CC1
 : -0.2 | -3 | -4 | i | 4 | -3 | 17 | -2 | -4 | -1.0
- Cc1ccccc1C(=O)c1c[nH]c(C(=O)NCCc2ccccn2)c1
 : -0.8 | -7 | -4 | i | -3 | -2 | -9 | -2 | 3 | -0.5
- O=C(O)CC(CC(=O)O)c1ccsc1
 : -0.1 | -8 | -1 | i | 1 | 6 | -3 | 2 | 4 | -1.3
- COc1cc(C(=O)Nc2ccc3c(c2)C(=O)N(CCC(=O)O)C3=O)cc(OC)c1OC
 : -0.6 | -11 | 6 | i | 3 | -11 | 5 | 0 | -1 | 0.4
- COc1ccc(NC(=O)c2c(F)cccc2Cl)cc1S(=O)(=O)N1CCOCC1
 : 0.0 | -15 | 1 | i | -2 | 0 | -5 | 0 | -6 | 0.1
- COc1cccc2[nH]c3c(N4CCC(C)CC4)ncnc3c12
 : -0.3 | -4 | 9 | i | -7 | 3 | -9 | 1 | -4 | 2.5
- COc1cc(C=CC(=O)N2CCN(CC(=O)N3CCCC3)CC2)cc(OC)c1OC
 : 1.0 | · | -2 | i | 7 | -4 | -4 | 1 | -1 | 0.1
- COc1ccc(-n2c(SCC(C)=O)nc3sc(C)c(C)c3c2=O)cc1
 : 0.4 | -6 | 6 | i | 1 | -4 | -3 | 1 | 0 | -0.1
- COc1cccc(C2=NOC(C(=O)Nc3cc(OC)c(OC)c(OC)c3)C2)c1 (centres undefined)
 : -0.8 | -6 | -8 | i | 0 | -2 | -6 | -3 | 2 | -0.5
- CCC1(CC)Nc2ccccc2C(=O)N1c1ccc(OC)cc1
 : -0.1 | -11 | 2 | i | 3 | -2 | -4 | -2 | -3 | -2.6
- Cc1ccc2nc(SCC(=O)NCc3ccc(F)cc3)nc(=O)n2c1
 : -0.3 | -4 | -1 | i | 0 | -2 | 16 | 0 | -5 | -0.5
- CCN(C(=O)COc1cc(=O)n(C)c2ccccc12)c1cccc(Cl)c1
 : -1.0 | -9 | 3 | i | 5 | 1 | -6 | 2 | 1 | 0.0
- CCOc1ncnc2c1sc1nc3c(cc12)COC(C)(C)C3
 : -0.2 | -9 | -5 | i | 3 | 3 | -2 | 1 | 2 | -1.8
- O=C(/C=C/c1cccc(F)c1)Nc1ccc(S(=O)(=O)N2CCOCC2)cc1
 : -0.3 | -5 | -1 | i | 10 | -6 | -13 | 0 | 1 | -0.5
- CCN(CC)CCCC(C)Nc1nccc2cccc(Cl)c12 (centres undefined)
 : -0.2 | -200 | -80 | i | -8 | -6 | 16 | 1 | 0 | -0.3
- CCOC(=O)n1c(=O)[nH]c2ccc(Br)cc21
 : -0.3 | -1 | 1 | i | -2 | 3 | -3 | -2 | -6 | -0.7
- Oc1ccc(C[C@@H]2CNCCN2CCCCC2CCCCC2)cc1
 : -0.1 | 0 | -9 | i | 2 | -15 | -15 | 0 | -10 | -2.8
- Cc1cc(NC(=O)CSc2nc3ccsc3c(=O)n2CCCCC(=O)O)no1
 : -1.0 | 6 | -1 | i | 1 | 2 | 17 | -2 | 0 | -0.4
- CCOC(=O)c1ccc(-c2cc(C)no2)[nH]1
 : -0.5 | -8 | 0 | i | 8 | -4 | 5 | 0 | -1 | -0.2
- CCCc1ccc(OCc2ccc(C(=O)N/N=C/c3cccnc3)o2)cc1
 : -0.3 | 7 | -9 | i | 0 | 2 | 13 | -3 | -2 | 0.0
- COc1ccc(C(=O)NCCSCc2ccccc2)cc1OC
 : 1.0 | -9 | 1 | i | 2 | 3 | 9 | 2 | -5 | -0.3
- COc1cccc(C(=O)N/N=C(\C)c2ccc(NC(=O)Cc3ccccc3)cc2)c1OC
 : -0.5 | -8 | 3 | i | 2 | -2 | -8 | -2 | -1 | -1.6
